Cardiac RTF inh – cardiac RTF calcium sensitivity inhibitors, primary screen, biochemical, IANBD-TnC fluorescence, EC70 calcium; IANBD-labeled cardiac RTF, Ca2+ fluorescence; Troponin I, cardiac muscle (Homo sapiens) + Troponin T, cardiac muscle (Homo sapiens) + …; AID 493244, 2011; 0.12% of 340,000 active; inhibition, % at 7.15 µM;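 active means inhibition above the mean inhibition of all tested compounds plus 3 SD, cut at about 17% in these data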;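 further: assay run at fixed EC70 calcium of 1.6 mM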
RTF Ca sens act – cardiac RTF calcium sensitivity activators, primary screen, biochemical, IANBD-TnC fluorescence, EC20 calcium; Troponin I, cardiac muscle (Homo sapiens) + Troponin T, cardiac muscle (Homo sapiens) + …; IANBD-labeled TnC RTF fluorescence at EC20 calcium; 0% EC20 calcium, 100% full calcium; activation, % at 7.2 µM; 0.24% of 340,000 active;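 active means activation above the mean over all tested compounds plus 3 SD, cut at about 30% in these data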;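 further: rise in fluorescence read as greater calcium sensitivity of cardiac thin filaments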
Arr AP2 block – inhibitors of beta-arrestin/AP2 binding, primary screen, biochemical, GPCR trafficking, flow cytometry; 0.31% of 340,000 active; FITC-arrestin peptide / GST-AP2 beads; AP2 beta2 appendage carries R879A mutation; beta-arrestin 1 C-terminal peptide binding to AP2 beta2-adaptin appendage (human); inhibition, % at 10 µM;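 active means inhibition above a set limit, near 3 SD of compounds lacking own fluorescence, cut at about 54% in these data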;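 further: plate controls were DMSO wells for no effect and 5 µM unlabelled arrestin peptide for full effect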
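Test system: GST-tagged AP2 beta2-adaptin appendage (R879A) on 4 µm glutathione beads; also added: fluorescein-tagged arrestin peptide at 50 nM final; timing: 12 min plus 1 h, RT; signal: flow cytometry, FL1 (488/535 nm); read-out: percent drop in bead-associated FITC signal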
V-ATPase pH – regulators of yeast V-ATPase proton pumping, primary screen, pHLuorin cytosolic pH fluorescence; 0.37% of 350,000 active; response, % at 10 µM; S. cerevisiae; in the data active means response mostly above about 7.3%, no sharp cut-off; inactive means mostly below about 5.4%; further: actives read high; inactives centre near 0; some compounds called inactive have numbers as strong as hits; reference of the scale not given here
C-LANA FP – inhibitors of KSHV C-LANA binding to DNA, primary screen, biochemical, fluorescence polarization, FAM-LBS DNA, MBP-C-LANA, single point; inhibition, % at 9 µM; 0.078% of 340,000 active; Kaposi's sarcoma herpesvirus LANA C-terminal domain (residues 932-1162) DNA binding;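 active means highest replicate inhibition at or above 60% at 9 µM, even if other replicates fall short; inactive means all replicates below 60% inhibition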;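 further: 0% = neutral control wells and 100% = 4 µM acridine orange control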
MOR-DOR ag – agonists of OPRM1-OPRD1 heterodimerization, primary screen, cell-based, luminescence; cells; activation, % at 9.3 µM; 0.3% of 340,000 active; AID 504326, 2011; in the data active means activation above about 18%;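 further: 0% = vehicle-treated cells and 100% = reference agonist; values of inactives mirror those of a sister screen read the other way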
MOR-DOR inv ag – inverse agonists of MOR-DOR heterodimerization, primary screen, cell-based, luminescence. Mu-type opioid receptor (Homo sapiens) + Delta-type opioid receptor (Homo sapiens), …. cell-based MOR-DOR heterodimer luminescence, inverse agonism. inhibition, % at 9.3 µM. 0.21% of 340,000 active; in the data active means inhibition above about 22%, passing the limit was not always enough;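 further: 0% = cells with DMSO and 100% = wells without cells with DMSO; values of inactives mirror those of a sister screen read the other way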
Keap1 Nrf2 FP – Keap1-Nrf2 protein-protein interaction inhibitors, primary screen, biochemical, fluorescence polarization, single point; inhibition, % at 9.4 µM; 0.15% of 340,000 active; Keap1 Kelch-Nrf2 peptide fluorescence polarization, 1536-well; Kelch-like ECH-associated protein 1 (Homo sapiens), Q14145; in the data active means inhibition above about 12%;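 further: human Keap1 Kelch domain with fluorescein labeled Nrf2 9mer peptide probe; 0% = neutral control wells and 100% = peptide positive control; higher means more block of Keap1 binding to Nrf2 peptide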
Wnt bcat act – Wnt/beta-catenin pathway activators, primary screen, cell-based, plate reader, single point. activation, % at 9.35 µM. 1.2% of 300,000 active. Wnt/beta-catenin reporter cell assay, activator; in the data active means activation above about 30%, passing the limit was not always enough;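 further: 0% = neutral control wells and 100% = positive control wells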
Pemphigus Ab inh – inhibitors of pemphigus antibody binding to DSG3, primary screen, biochemical, bead-based, flow cytometry, scFv-GFP | Desmoglein-3 (Homo sapiens), P32926 | 0.48% of 310,000 active | binding (percent of control), % at 10 µM | AID 588358, 2011 | DSG3-coupled beads, scFv-anti-DSG3-GFP binding; active compounds read low;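 active means binding more than 3 SD below its plate's average and above zero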;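 further: hits lower antibody fragment binding to DSG3; some compounds called inactive have numbers as strong as hits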
Target sequence (P32926 whole entry, looked up, the tested form may be a part): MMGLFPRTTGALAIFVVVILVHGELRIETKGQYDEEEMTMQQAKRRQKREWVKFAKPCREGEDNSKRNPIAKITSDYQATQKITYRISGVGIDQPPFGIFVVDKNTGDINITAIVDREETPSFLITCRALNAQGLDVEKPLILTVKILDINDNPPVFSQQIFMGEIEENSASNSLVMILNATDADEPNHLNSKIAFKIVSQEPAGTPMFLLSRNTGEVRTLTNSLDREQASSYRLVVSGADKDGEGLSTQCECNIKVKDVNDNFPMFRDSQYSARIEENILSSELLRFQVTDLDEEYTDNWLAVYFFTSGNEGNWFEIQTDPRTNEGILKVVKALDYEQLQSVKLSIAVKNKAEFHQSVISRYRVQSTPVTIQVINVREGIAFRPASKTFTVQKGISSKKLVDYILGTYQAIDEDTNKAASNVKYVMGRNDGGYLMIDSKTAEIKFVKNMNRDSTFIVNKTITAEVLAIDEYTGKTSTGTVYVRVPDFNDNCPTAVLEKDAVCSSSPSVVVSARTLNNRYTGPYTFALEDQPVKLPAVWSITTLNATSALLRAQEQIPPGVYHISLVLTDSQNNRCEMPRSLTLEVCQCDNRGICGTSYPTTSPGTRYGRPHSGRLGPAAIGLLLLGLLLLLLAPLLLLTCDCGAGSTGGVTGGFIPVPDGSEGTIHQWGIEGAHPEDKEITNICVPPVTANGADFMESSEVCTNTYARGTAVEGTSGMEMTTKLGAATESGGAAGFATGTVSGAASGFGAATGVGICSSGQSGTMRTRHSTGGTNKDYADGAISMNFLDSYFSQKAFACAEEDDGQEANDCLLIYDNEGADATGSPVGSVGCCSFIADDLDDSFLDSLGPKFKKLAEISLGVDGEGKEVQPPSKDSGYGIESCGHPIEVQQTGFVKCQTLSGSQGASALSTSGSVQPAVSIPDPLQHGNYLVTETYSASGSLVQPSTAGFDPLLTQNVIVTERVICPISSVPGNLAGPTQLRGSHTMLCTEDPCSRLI
Numbers without * were called inactive; i = inactive; . = no result given.

SMILES	Cardiac RTF inh	RTF Ca sens act	Arr AP2 block	V-ATPase pH	C-LANA FP	MOR-DOR ag	MOR-DOR inv ag	Keap1 Nrf2 FP	Wnt bcat act	Pemphigus Ab inh
CCOC(=O)c1nnn2c1nc(SCC(C)=O)c1ccccc12	.	.	5	3	.	.	.	.	-1	103
CN(C)c1ccc(C(=S)N2CCN(C(=S)Nc3ccc(Cl)cc3)CC2)cc1	-8	-5	45	-4	-1.4	0.8	-4	1	0	98
CCCC/C(C)=N/NC(=O)Nc1ccccc1	-6	9	-2	-3	-0.7	-2.4	14	3	.	108
COc1ccc(-c2nn(C)c3sc(C(=O)N4CCOCC4)cc23)cc1OC	-6	0	-3	-6	-2.0	-1.7	10	-4	-5	96
CCNCc1ccc(OCc2ccccc2F)c(OC)c1	-8	-7	-3	1	0.6	-4.6	23	0	11	85
CC(C)(C)OC(=O)C[C@@H]1C/C=C\C[C@H](CC(=O)N(CCO)Cc2ccccc2)C(=O)NC[C@@H](c2ccccc2)OC1=O	-34	-5	3	4	-1.0	-12	56*	-3	-4	105
C#CCN(CC=C)C(=O)c1ccc(OC2CCN(S(=O)(=O)N(C)C)CC2)cc1	2	-1	9	3	-0.6	-1.4	7	3	9	110
COCC(C)NC(=O)c1oc2c(c1C)C1(CCC2)SCCS1 (centres undefined)	1	11	6	0	0.1	2.0	-11	-5	-3	99
Cc1ccc(S(=O)(=O)CCCS(=O)(=O)c2ccc(C)cc2)cc1	-5	2	14	-3	-3.6	-1.0	4	6	.	103
CCN(CC)Cc1c(C(=O)N/N=C/c2ccco2)nnn1-c1nonc1N	2	-2	-10	5	-0.2	-0.4	2	-2	0	100
COc1cccc(N2CCN(C(=O)CCNS(=O)(=O)c3ccc4c(c3)c(=O)n(C)c(=O)n4C)CC2)c1	1	1	-8	-2	0.7	-2.4	13	3	-2	102
CCOC(=O)C(C(C)=O)C(c1ccc(OCCC(C)C)cc1)C(C(C)=O)C(=O)OCC (centres undefined)	-11	7	5	-2	0.1	-2.0	11	0	.	103
O=C(Oc1ccc(Br)cc1C(=S)N1CCCC1)c1ccccc1Cl	5	-1	5	-7	-0.6	-0.4	2	2	.	53
CCCOc1ccccc1C(=O)NCCCC(=O)O	1	-4	2	4	0.6	-1.7	10	-7	.	106
Cc1ccc(N(C(=O)Cn2nnc3ccccc32)C(C(=O)NCc2ccco2)c2ccc(C)o2)cc1 (centres undefined)	-9	-1	-4	-3	1.0	-2.0	9	3	-1	105
O=C(NC1CCCC1)C(c1cccnc1)N(C(=O)c1csnn1)c1ccccc1 (centres undefined)	9	-7	44	-2	-1.2	1.1	-9	1	-3	104
COCCSc1ccccc1C(=O)Nc1nnc(COC)s1	-1	-2	3	2	0.1	-1.7	8	5	-1	103
CCC(C(=O)NC1CCCCC1)N(Cc1cccs1)C(=O)CCC(=O)Nc1cc(C)on1 (centres undefined)	-9	7	-2	2	-0.3	1.1	-8	-3	1	122
CCOC(=O)c1cc2c(=O)n3ccccc3nc2n(C(C)C)c1=NC(=O)c1ccco1	-8	6	13	2	1.1	-1.9	9	-5	-2	109
COc1ccc(CCNC(=O)C2CC3Cn4c(nc5cc(C)c(C)cc54)C3N2C)cc1 (centres undefined)	-19	13	0	0	1.6	0.3	-2	0	-6	112
COc1ccc(C2CC(c3ccc(Cl)cc3)Nc3nc(NC(=O)c4ccco4)nn32)cc1 (centres undefined)	-9	2	-3	-4	-0.2	4.5	-20	2	.	103
COc1ccc(C(=O)c2ccsc2N)cc1	-49	65*	16	-7	57	-1.1	6	14*	9	94
COc1ccccc1C(NC(=O)C1CCCCC1)c1c(O)ccc2ccccc12 (centres undefined)	6	2	9	-1	0.2	-0.1	1	-1	-3	105
CCCCOC(=O)c1ccc(N=Nc2c(C)c(C#N)c(O)[nH]c2=O)cc1	4	1	-18	-2	0.8	-2.5	13	1	14	93
Cc1ccc(NC(=O)CCC(=O)N2CCC(C)CC2)c([N+](=O)[O-])c1	-6	-2	24	4	0.9	-2.5	8	1	0	110
O=C1OCC2=C1C(c1ccc(F)cc1)CC(=O)N2c1ccc(F)cc1 (centres undefined)	0	0	-12	-1	0.5	-3.6	17	-5	.	111
O=C(Cn1cc2c(n1)CCCCC2)NCCN1CCOCC1	-1	-4	2	-4	-1.0	-0.7	3	2	-2	107
COc1ccc(C(=O)N2CCC(C(=O)Nc3ccc(C)cc3)CC2)cc1	-9	7	6	-2	1.9	1.8	-10	-3	3	102
CC(CN1CCCC1)C(=O)NN (centres undefined)	-5	2	-2	0	-0.7	-0.9	5	-3	0	102
CC(=O)Nc1ccc(S(=O)(=O)Nc2nc(C)nc3sc4c(c23)CCC4)cc1	-2	-2	21	-2	-0.7	-0.7	4	2	3	96
Cc1ccc(NC(=O)CN2C(=O)C3C4C=CC(C4)C3C2=O)cc1 (centres undefined)	2	0	3	-4	3.0	1.0	-5	-2	1	117
COc1ccc(OC)c(C2C(C(=O)N(C)C)=C(C)Nc3nc4ccccc4n32)c1 (centres undefined)	1	8	25	2	-1.4	-0.2	1	3	.	110
CCc1c(C(C)S(=O)(=O)c2ccccc2)[nH]c(=O)n1CC (centres undefined)	-6	0	8	1	-0.2	-1.1	6	-14	-1	100
CN(C)CCN(Cc1cc2cc3c(cc2[nH]c1=O)OCO3)C(=S)NCc1ccco1	-13	4	8	-3	-0.8	-2.5	14	1	-1	103
CCCCOc1ccc(S(=O)(=O)n2c(C)nc3ccccc32)cc1	4	-1	32	-5	-0.4	-1.0	6	3	-1	96
O=C(Nc1cccc(S(=O)(=O)N2CCCC2)c1)c1cc(=O)[nH]c2ccccc12	4	2	-3	-2	0.1	-0.9	3	-5	-2	107
COc1ccc(-n2nnc3c(=O)n(CC(=O)NCC4CCCO4)cnc32)cc1 (centres undefined)	-2	4	3	5	-1.6	-3.1	17	-3	.	104
CCC(=O)c1ccc(OCC(=O)NCCCN2CCOCC2)cc1	-24	-4	27	4	-0.1	-1.3	7	-2	0	92
COc1ccc(CC(=O)NCCc2ccc(OC)c(OC)c2)cc1	-9	-2	7	0	2.7	-1.3	7	-3	-1	92
CCCCNC(=O)C(C1CCCCC1)N(CCN(C)C)C(=O)CCCN1C(=O)NC(c2ccc(-c3ccccc3)cc2)C(C(=O)OCc2ccccc2)=C1C (centres undefined)	3	-5	.	.	.	1.1	-6	.	.	.
N#Cc1ccc(Oc2ncccn2)cc1	1	4	5	-3	-0.2	-1.7	9	2	0	113
COc1ccc(C2NC(=O)c3ccccc3N2)cc1 (centres undefined)	-2	0	26	-3	-1.3	-2.1	11	-2	.	89
c1c2c(cc3sc(N4CCCCC4)nc13)OCO2	1	-1	29	2	0.7	-0.6	4	-3	54*	.
COc1ccc(C(=S)N2CCCCCC2)cc1	-10	7	9	0	-1.2	-1.9	11	-3	-1	109
c1ccc(CNc2ncnc3c2ncn3C2CCCCO2)cc1 (centres undefined)	i	i	-4	5	0.5	0.3	-2	i	19	105
CSc1nnc(-c2cccs2)n1-c1ccccc1	-7	-8	5	-5	3.0	-1.2	7	1	-5	103
COc1ccc(OC)c(NC(=O)c2cn(C)c(=O)c3cc(OC)c(OC)cc23)c1	-12	12	16	0	-0.3	1.7	-9	-1	0	118
CCCCN(C)C(=O)c1coc(=O)c2ccccc12	-4	-1	4	-1	0.4	-2.5	15	0	-3	98
COc1cccc(S(=O)(=O)NCc2ccc(C(=O)N3CCN(c4ccccc4OC)CC3)cc2)c1	-6	-1	4	4	0.9	-0.4	2	-8	-2	.
CC(C)CCOP(=O)(c1ccc(N(C)C)cc1)C(O)c1ccccc1 (centres undefined)	-10	3	7	1	-1.4	-0.2	1	-2	14	101
Cc1ccc(-n2nc3c(N4CCC(C(=O)NCCc5ccco5)CC4)nnc(C)c3c2C)cc1	-5	4	21	-2	-1.5	-3.4	18	-15	-1	97
CN(C)S(=O)(=O)c1ccc(Cl)c(NC(=O)CSc2nc3c(cc2C#N)C(=O)CCC3)c1	-1	5	1	1	1.1	0.2	-1	1	6	119

Quoted at random: 6 compounds from above
SMILES	Cardiac RTF inh	RTF Ca sens act	Arr AP2 block	V-ATPase pH	C-LANA FP	MOR-DOR ag	MOR-DOR inv ag	Keap1 Nrf2 FP	Wnt bcat act	Pemphigus Ab inh
O=C(NC1CCCC1)C(c1cccnc1)N(C(=O)c1csnn1)c1ccccc1 (centres undefined)	9	-7	44	-2	-1.2	1.1	-9	1	-3	104
Cc1ccc(N(C(=O)Cn2nnc3ccccc32)C(C(=O)NCc2ccco2)c2ccc(C)o2)cc1 (centres undefined)	-9	-1	-4	-3	1.0	-2.0	9	3	-1	105
O=C(Nc1cccc(S(=O)(=O)N2CCCC2)c1)c1cc(=O)[nH]c2ccccc12	4	2	-3	-2	0.1	-0.9	3	-5	-2	107
COc1ccc(C(=S)N2CCCCCC2)cc1	-10	7	9	0	-1.2	-1.9	11	-3	-1	109
N#Cc1ccc(Oc2ncccn2)cc1	1	4	5	-3	-0.2	-1.7	9	2	0	113
Cc1ccc(NC(=O)CN2C(=O)C3C4C=CC(C4)C3C2=O)cc1 (centres undefined)	2	0	3	-4	3.0	1.0	-5	-2	1	117

Bioassay records (PubChem)
